Screening data: PubChem BioAssay, National Center for Advancing Translational Sciences (NCATS)
B2AR arrestin ag: beta-arrestin recruitment by human beta2-adrenergic receptor ligands; 44,000 tested, under 10 active; Potency, µM (highest dose often 46.1 µM), for inactives: at the highest dose activation, hits mostly activators; P07550; HTLA Tango cells, beta-arrestin recruitment, luciferase luminescence, 18 h;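 also: potency is read from the fitted curve at half-maximal effect; 0% = DMSO and full agonism = EC100 isoproterenol or metaproterenol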
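Luminescence read-out: arrestin recruitment to recombinant beta2-AR releases tTA, inducing luciferase. Cells exposed 18 hr at 37 degrees C to up to 46 microM compound; %Activity from corrected signal, concentration-response curves classified by r2, magnitude and efficacy.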
TSG101-PTAP inh: blocks PTAP binding to human TSG101, validation; Q99816; Fluorescence polarization, FITC-PTAP peptide/Tsg101, 20 min; Potency, µM (highest dose often 115 µM), for inactives: at the highest dose activity change, negative = inhibition, usual class: inhibitors; 44,000 tested, under 10 active; also: potency is read from the fitted curve at half-maximal effect; 0% is about no effect
Target sequence (Q99816 whole entry, looked up): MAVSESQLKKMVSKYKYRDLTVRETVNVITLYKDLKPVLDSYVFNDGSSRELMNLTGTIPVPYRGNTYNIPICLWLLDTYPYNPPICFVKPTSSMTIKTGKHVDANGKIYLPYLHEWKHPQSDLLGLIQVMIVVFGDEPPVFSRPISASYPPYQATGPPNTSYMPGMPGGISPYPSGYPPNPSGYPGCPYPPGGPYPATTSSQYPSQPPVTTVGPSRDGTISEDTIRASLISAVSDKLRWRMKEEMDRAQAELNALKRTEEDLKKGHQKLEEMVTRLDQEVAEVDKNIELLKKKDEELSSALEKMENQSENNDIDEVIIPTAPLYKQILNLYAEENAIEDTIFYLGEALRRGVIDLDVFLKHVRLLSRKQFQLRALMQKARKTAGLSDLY
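The Tsg101 binding domain, at 10 uM final, is mixed with compound and a FITC peptide bearing the PTAP motif (50 nM final). After 20 min at r.t., polarization is measured; actives defined by CRC class, efficacy cut-off 60% inhibition.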
GALK inhibitor: inhibitors of human galactokinase (GALK). P51570. recombinant GALK, Kinase-Glo ATP luminescence, 1 h. Potency, µM (series often up to 57.5 µM), inactives show at the top dose activity, negative = inhibition, hits mostly inhibitors. 44,000 tested, under 10 active. AID 1347072;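 also: plate controls were full GALK reaction for no effect and reaction lacking GALK for full effect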
Target sequence (P51570 whole entry, looked up): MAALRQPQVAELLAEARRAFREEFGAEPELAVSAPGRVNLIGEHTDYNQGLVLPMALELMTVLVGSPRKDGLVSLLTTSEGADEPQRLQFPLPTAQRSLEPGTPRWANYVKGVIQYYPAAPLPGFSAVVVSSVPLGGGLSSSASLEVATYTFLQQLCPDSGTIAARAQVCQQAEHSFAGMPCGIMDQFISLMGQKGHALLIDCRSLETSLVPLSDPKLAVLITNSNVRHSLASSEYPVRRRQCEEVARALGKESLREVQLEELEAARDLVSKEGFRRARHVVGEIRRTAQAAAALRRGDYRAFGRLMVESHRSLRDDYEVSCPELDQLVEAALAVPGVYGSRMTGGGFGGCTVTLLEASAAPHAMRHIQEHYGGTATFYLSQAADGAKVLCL
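Compounds were pinned into ATP buffer, then GALK-galactose mix was added (final 5 nM enzyme, 35 uM ATP, 100 uM galactose, pH 8.0). After 1 h at room temperature, Kinase-Glo Plus was added and luminescence read.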
NTMT1 inhibitor: NTMT1 methyltransferase inhibition; NTMT1 MTase-Glo SAH luminescence, purified enzyme; Potency, µM (doses to about 114 µM), inactives show top-dose activity change, negative = inhibition, usual class: inhibitors; actives 2.5% (n = 59,000); Q9BV86; AID 1645870;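 also: potency is read from the fitted curve at half-maximal effect; plate controls were DMSO vehicle for no effect and no enzyme for full effect; nearly all actives have a fitted effect of over 65% in size; many of its hits are not listed in these tables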
Target sequence (Q9BV86 whole entry, looked up): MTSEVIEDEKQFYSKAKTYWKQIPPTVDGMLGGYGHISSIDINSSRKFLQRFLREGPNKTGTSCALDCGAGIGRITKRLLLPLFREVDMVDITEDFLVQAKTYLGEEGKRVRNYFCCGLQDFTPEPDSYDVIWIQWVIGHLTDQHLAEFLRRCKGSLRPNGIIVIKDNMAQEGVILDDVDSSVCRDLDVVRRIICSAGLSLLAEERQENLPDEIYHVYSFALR
FH mod: Identification of activators of human fumarate hydratase by quantitative high-throughput screening | Fumarate hydratase, mitochondrial (Homo sapiens), P07954 | FH coupled MDH/diaphorase resazurin fluorescence, 15 min | Potency, µM (doses to about 79.9 µM), without a hit: at the top dose activity change, negative = inhibition, hits mostly inhibitors | actives 0.22% (n = 54,000) | AID 1347055, 2019; also: potency is read from the fitted curve at half-maximal effect; % is scaled to controls: 0 for no effect and ±100 for the full control effect; the screen sought activators but most active calls are inhibition curves; nearly all actives have a fitted effect of over 45% in size
p53null 39C tox: selectivity test: cytotoxicity in p53 null cells, nonpermissive temperature | H1299 p53-null (neo) cells, 39C, ATPlite viability, 24 h | Potency, µM (highest dose often 46.1 µM), for inactives: at the highest dose activity, negative = cell killing, most hits filed as cytotoxic | actives 0.97% (n = 55,000) | AID 904;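 also: potency is read from the fitted curve at half-maximal effect; 0% = DMSO only and -100% = full killing by 100 µM tamoxifen; nearly all actives have a fitted effect of over 50% in size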
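Following overnight plating at 37C (600 cells/well), H1299-neo or H1299-p53A138V cells are dosed up to 46 uM. Incubation lasts 24 hr at 39C before ATP detection.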
p53null 32C tox: p53 null cell cytotoxicity, permissive temperature; H1299-neo p53 null cells, ATP luminescence, 24 h, 32C; Potency, µM (titrated, usually from 46.1 µM), without a hit: top-dose activity change, negative = cytotoxicity, usual class: cytotoxic; actives 0.62% (n = 55,000); AID 903;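 also: potency is read from the fitted curve at half-maximal effect; 0% = DMSO only and -100% = full killing by 100 µM tamoxifen; nearly all actives have a fitted effect of over 55% in size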
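AC50 values derive from Hill modelling of qHTS concentration-response data (up to 46 uM) in H1299-neo cells. Cells were treated 24 h at 32C following overnight attachment at 37C; viability was read as cellular ATP.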
* marks the source's active call; other numbers are inactive results; ? = inconclusive; . = not tested or not shown; [ ] = another dose, or the depositor's remark. Calls follow the shape of the dose curve; as a rule, active = well fitted curve in the direction sought with a large enough effect; inconclusive = small, poorly fitted or top-dose-only effect, or another doubt; inactive = no such curve, though single readings can be large; an effect the other way counts as inactive or inconclusive.

mol | B2AR arrestin ag | TSG101-PTAP inh | GALK inhibitor | NTMT1 inhibitor | FH mod | p53null 39C tox | p53null 32C tox
Cc1ccc2c(c1)-c1nc(-c3ccc4c(c3)NC(=O)CO4)cc(-c3ccc(F)cc3)c1CO2 | 0.7% | 1.3% | 9.1% | 7.9% | -6.5% | . | .
Cn1c(=O)n(Cc2c(F)cccc2Cl)c(=O)c2c1nc1n2CCN1c1ccc(F)cc1 | 2.5% | -0.8% | 3.6% | -3.6% | -13.2% | 3.4% | 3.7%
O=C(CSc1oc(-c2ccccc2)nc1S(=O)(=O)c1ccccc1)c1ccccc1 | 0.5% | 15.1% | 0.1% | 10.2% | -8.0% | -9.3% | 22.1%
O=S(=O)(Nc1cccc(-c2ccc(N3CCCC3)nn2)c1)c1ccc(F)cc1F | 1.1% | -0.5% | 2.5% | 3.8% | -4.4% | 9.2% | -13.9%
CCN(CC)S(=O)(=O)c1ccc(NC(=O)c2nn(C)c3c2CSc2ccccc2-3)cc1 | -2.3% | -0.1% | -11.1% | ? | -14.6% | 38.7%[activator] | 1.0%
Cc1cccc(CNC(=O)c2ccc(NC(=O)N3CCSc4ncccc43)cc2)c1 | 0.0% | -2.8% | 1.8% | 0.7% | 1.5% | -0.8% | -1.1%
COc1ccc(CC(=O)N2CCc3cc(OC)c(OC)cc3C2COc2cc(C)cc(C)c2)cc1OC (stereo not drawn) | 3.4% | 1.3% | 3.9% | -3.0% | ? | 24.2% | 40.0%[activator]
Cc1ccc(-c2nc(-c3cc4c([nH]c3=O)CC(C)(C)CC4=O)sc2C)cc1 | 0.3% | -1.6% | 2.5% | -5.3% | 1.5% | 13.3% | 6.3%
COc1ccccc1C(=O)n1nc(-c2cccnc2)nc1NCc1ccccc1 | -0.4% | -6.0% | -1.2% | 4.8% | -22.3% | -10.1% | 3.8%
CCc1ccc(N2C(=O)CC(c3cc(OC)ccc3OC)C3=C2COC3=O)cc1 (stereo not drawn) | 0.7% | -0.2% | 7.0% | -0.8% | -17.4% | -16.7% | 10.1%
CCCCN(C)CCCNC(=O)C1CCN(S(=O)(=O)CC)CC1 | -0.7% | -1.4% | -1.0% | -5.7% | 0.1% | -1.6% | -6.0%
CCOC(=O)c1ccc(NC(=O)CC2C(=O)N(c3ccc(C)cc3)C(=O)N2C2CCCCC2)cc1 (stereo not drawn) | -0.3% | -8.0% | -0.4% | 4.0% | -20.7% | 19.6% | 5.4%
Cc1nc2c(C(=O)NCCc3ccccc3)c[nH]n2c(=O)c1Cc1ccccc1F | 0.5% | -5.4% | 3.0% | -19.9% | -18.4% | ? | 15.8µM*
Cc1ccc(N2CC(C(=O)Nc3ccc(Cl)cc3Cl)CC2=O)cc1 (stereo not drawn) | -0.3% | -0.7% | -20.1% | 0.4% | 9.3% | ? | -0.4%
CCOC(=O)c1ccc(NC(=O)C(Cc2ccccc2)NS(=O)(=O)c2ccc(Br)s2)cc1 (stereo not drawn) | 0.8% | -1.1% | -7.9% | 2.0% | -1.1% | 1.5% | -2.2%
Clc1ccc(-c2ccc(CNCCSc3nnnn3-c3ccccc3)o2)cc1 | -2.2% | 1.7% | -6.3% | 1.6% | -20.6% | -8.3% | 38.2%[activator]
Cc1ccc(S(=O)(=O)Nc2cc3c(cc2Cl)n(C)c(=O)c(=O)n3C)cc1 | -2.2% | 3.6% | 1.4% | 2.9% | -4.1% | -10.5% | -7.3%
COC(=O)c1ccc2c(=O)n(CCCCCC(=O)NCc3ccc(Cl)cc3)c(=O)[nH]c2c1 | -1.1% | -1.1% | -0.6% | -0.5% | -20.1% | 18.7% | 2.5%
COc1ccc(C(=O)COC(=O)c2cccc(NC(=O)c3ccc(OC)c(OC)c3)c2)cc1 | -2.3% | -0.8% | 2.2% | 6.7% | -27.8% | ? | 15.8µM*
CCN(C(=O)c1cc2c(=O)oc3ccccc3c2s1)c1ccc(C)c(C)c1 | 5.4% | -1.1% | -2.8% | -1.4% | -23.5% | 13.7% | -2.3%
Cc1cc(C)nc(-n2nc(C)c3c2NC(=O)CC3c2ccccc2OC(C)C)n1 (stereo not drawn) | -4.4% | 1.3% | 0.0% | -1.9% | 1.9% | -14.2% | 4.2%
O=C(Cc1ccccc1)N(Cc1cccnc1)c1nc2ccc(Cl)cc2s1 | -4.1% | 3.7% | 3.6% | 8.7% | ? | 21.0% | 44.8%[activator]
CCC(Oc1ccccc1)C(=O)Nc1cc(-c2cccc(C)c2)nn1-c1ccccc1 (stereo not drawn) | -0.7% | 0.5% | -2.0% | ? | ? | -5.9% | -2.9%
COc1cccc2cc(-c3nc4sc5c(c4c(=O)[nH]3)CCC(C(C)(C)C)C5)c(=O)oc12 (stereo not drawn) | 0.7% | -7.9% | 3.0% | 8.1% | 0.1% | -3.6% | 7.3%
COc1cc(NC(=O)Cn2ccc3ccccc3c2=O)cc(OC)c1OC | 0.6% | -6.0% | 5.5% | ? | -4.5% | . | .
Cc1c(C(N)=O)nnn1-c1ccc(Br)cc1 | -2.7% | -4.5% | 4.0% | 15.9% | ? | -20.1% | -1.0%
CC(C)NC(=O)c1ccc(CSc2nc3ccncc3n2Cc2cccc(F)c2)cc1 | -3.6% | 2.0% | -0.2% | -3.4% | -34.1% | -14.6% | 3.7%
COc1ccc2oc(-c3ccc(NC(=O)c4ccc(Cl)cc4Cl)cc3)nc2c1 | -0.1% | 2.1% | 0.3% | 3.5% | -3.9% | 8.3% | -2.3%
CNS(=O)(=O)c1cn(CC(=O)Nc2ccc(F)cc2F)cc1S(=O)(=O)NC | -1.1% | 0.0% | -0.3% | 13.7% | 5.9% | 28.0% | 3.0%
CCC1CN(C(=O)N2CCC(C(=O)NCCc3cc(OC)ccc3OC)CC2)c2ccccc2O1 (stereo not drawn) | -0.1% | 3.9% | 0.0% | 0.8% | 0.4% | 49.1%[activator] | 33.0%[activator]

Taken from above:
COc1ccc(C(=O)COC(=O)c2cccc(NC(=O)c3ccc(OC)c(OC)c3)c2)cc1 @ GALK inhibitor = 2.2%
CCC(Oc1ccccc1)C(=O)Nc1cc(-c2cccc(C)c2)nn1-c1ccccc1 (stereo not drawn) @ GALK inhibitor = -2.0%
COc1cccc2cc(-c3nc4sc5c(c4c(=O)[nH]3)CCC(C(C)(C)C)C5)c(=O)oc12 (stereo not drawn) @ p53null 32C tox = 7.3%
Cn1c(=O)n(Cc2c(F)cccc2Cl)c(=O)c2c1nc1n2CCN1c1ccc(F)cc1 @ p53null 32C tox = 3.7%

Next results.
mol | B2AR arrestin ag | TSG101-PTAP inh | GALK inhibitor | NTMT1 inhibitor | FH mod | p53null 39C tox | p53null 32C tox
CCOc1ccccc1NC(=O)CCn1cnnn1 | 1.0% | -0.9% | -1.7% | 17.4% | 5.1% | 40.5%[activator] | -1.2%
CCn1cc(C(=O)N(C)Cc2ccccc2)c(=O)c2cc(S(=O)(=O)N3CCCCC3)ccc21 | -2.3% | -1.5% | -1.0% | -2.1% | -4.1% | 11.1% | 5.2%
CCCN(c1ccccc1F)S(=O)(=O)c1cc(-c2cc(C)no2)ccc1C | ? | -0.1% | -0.1% | -0.9% | -21.4% | 8.9% | 3.7%
Oc1c(C(c2ccc(Cl)cc2Cl)N2CCCC2)sc2nc(-c3ccco3)nn12 (stereo not drawn) | -0.6% | -5.6% | -0.5% | 15.7% | 1.5% | 27.2% | 15.2%
CCOc1ccc(NC(=O)C(=O)NCCc2sc(-c3ccc(C)cc3)nc2C)cc1 | -0.5% | -2.3% | -1.5% | 17.0% | -5.2% | 25.9% | 6.0%
CCCNC(=O)N1[C@H](c2cccs2)[C@@H](C)C(=O)[C@@H](C)[C@@H]1c1cccs1 | -0.4% | 1.7% | 3.7% | ? | -26.3% | -4.6% | 6.2%
COc1ccc(Cl)cc1NC(=O)c1cc2ccc3ccc(C)[nH]c3c2n1 | -0.8% | -1.0% | -3.6% | 6.4% | 0.6% | ? | 4.5%
O=c1c2sc3ccccc3c2n(Cc2ccccc2F)c(=O)n1-c1ccccc1Cl | 0.9% | -2.4% | -1.6% | 12.6% | -2.3% | 5.4% | ?
CCc1ccc(NC(=O)c2oc3c(c2C)-c2[nH]ncc2CC3)cc1 | -2.4% | -0.2% | ? | ? | ? | 13.0% | 21.3%
CCOC(=O)c1nc(N2CCN(c3ccc(F)cc3)CC2)c2c(C)noc2n1 | -0.1% | -3.9% | -2.7% | 5.1% | -1.7% | 9.1% | 5.5%
CCCCSc1nnc2c(n1)OC(c1ccc(C)s1)Nc1ccccc1-2 (stereo not drawn) | -0.4% | 1.6% | 0.0% | 18.5% | -6.4% | -0.9% | -10.7%
CCCn1c2ccccc2c2cnn(CC(=O)NCCc3ccc(OC)cc3OC)c(=O)c21 | -0.5% | 2.7% | -10.2% | 8.6% | 2.6% | -13.9% | -6.4%
Cc1ccc(N(CC(=O)NCCSc2ccccc2)S(=O)(=O)c2ccc(F)cc2)cc1 | -2.3% | 0.0% | 4.2% | 3.7% | -43.6% | 5.8% | 9.6%
COc1ccc(C(=O)N2CCC(C(=O)Nc3ccc(OC)cc3OC)CC2)cc1 | 1.0% | -10.6% | -0.5% | 4.7% | 0.9% | -15.4% | 4.0%
COc1ccc(CNC(=O)Cn2ncc3c(=O)oc4ccccc4c32)c(OC)c1 | -2.1% | 1.3% | 8.7% | -24.0% | -22.4% | -10.0% | 3.8%
Oc1ccccc1-c1nc(-c2cccs2)c(-c2cccs2)[nH]1 | -1.8% | -2.2% | -6.9% | 11.8% | ? | ? | 39.5%[activator]
COc1ccc(NC(=O)C(CC(C)C)NC(=O)C2CCCCC2)cc1 (stereo not drawn) | -0.9% | 0.5% | 0.0% | 10.0% | 0.5% | -0.8% | 1.0%

Profiles as entered above. Order of values: B2AR arrestin ag, TSG101-PTAP inh, GALK inhibitor, NTMT1 inhibitor, FH mod, p53null 39C tox, p53null 32C tox
Shown for Cc1ccc(N(CC(=O)NCCSc2ccccc2)S(=O)(=O)c2ccc(F)cc2)cc1 → -2.3%, 0.0%, 4.2%, 3.7%, -43.6%, 5.8%, 9.6%
Shown for Oc1c(C(c2ccc(Cl)cc2Cl)N2CCCC2)sc2nc(-c3ccco3)nn12 (stereo not drawn) → -0.6%, -5.6%, -0.5%, 15.7%, 1.5%, 27.2%, 15.2%

Molecules shown so far that contain bromine, in the order listed:
mol | B2AR arrestin ag | TSG101-PTAP inh | GALK inhibitor | NTMT1 inhibitor | FH mod | p53null 39C tox | p53null 32C tox
CCOC(=O)c1ccc(NC(=O)C(Cc2ccccc2)NS(=O)(=O)c2ccc(Br)s2)cc1 (stereo not drawn) | 0.8% | -1.1% | -7.9% | 2.0% | -1.1% | 1.5% | -2.2%
Cc1c(C(N)=O)nnn1-c1ccc(Br)cc1 | -2.7% | -4.5% | 4.0% | 15.9% | ? | -20.1% | -1.0%

This is a subset; count on the stated rates, not on these rows.
